# Screens as filed in PubChem.
# hIAP activ = human IAP activation | P09923 | purified human IAP, CDP-Star luminescence, 30 min; active compounds read high; 1 = vehicle-only enzyme, 0 = enzyme-free background | activation factor at 10 µM | 330,000 tested, 0.16% active | AID 2524;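 active = activation factor of the enzyme at least 2-fold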; also: the source names both 10 and 20 µM as test concentration; values of inactives mirror those of a sister screen read the other way
# NLRP3 yeast inh = NALP3 inhibition in yeast; inhibition, % at 10 µM; 330,000 tested, 0.39% active; Yeast reconstituted NLRP3/ASC/caspase-1, beta-gal luminescence, 24 h;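 active = inhibition of 50% or more; inactive = inhibition below 50%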;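 also: plate controls were induced DMSO wells for no effect and uninduced yeast grown without galactose for full effect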
# ATG4B inhibitor = inhibitors of human ATG4B cysteine protease. inhibition, % at 8.33 µM. 340,000 tested, 0.51% active. ATG4B cleavage of LC3-PLA2, NBD-HPC fluorescence, 1 h. AID 504462. Q9Y4P1; in the data active = inhibition above about 40%
# mIAP act = increases mouse intestinal alkaline phosphatase activity | 330,000 tested, 0.24% active | muIAP, CDP-Star luminescence, 30 min; active compounds read high; 1 = vehicle-only enzyme signal, 0 = enzyme-free wells | activation factor at 10 µM | AID 2805;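 active = activation factor of at least 2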; also: the source names both 10 and 20 µM as test concentration; values of inactives mirror those of a sister screen read the other way
#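 also added = chemiluminescent substrate CDP-Star | test system = mouse IAP enzyme | signal = chemiluminescence readout | compound = DMSO-dissolved test compounds | incubation = 30 min at room temperature | benchmarks = DMSO wells, no-enzyme wells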
# Apaf-1 inh = human Apaf-1 inhibition; O14727; reconstituted apoptosome caspase-3 activity, DEVD-Rh110 fluorescence; inhibition, % at 20 µM; 330,000 tested, 0.71% active; AID 489030; active = inhibition of at least 40% at 20 µM;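 also: plate controls were DMSO wells for no effect and DEVD-CHO caspase inhibitor wells for full effect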
# Target sequence (O14727 whole entry, looked up): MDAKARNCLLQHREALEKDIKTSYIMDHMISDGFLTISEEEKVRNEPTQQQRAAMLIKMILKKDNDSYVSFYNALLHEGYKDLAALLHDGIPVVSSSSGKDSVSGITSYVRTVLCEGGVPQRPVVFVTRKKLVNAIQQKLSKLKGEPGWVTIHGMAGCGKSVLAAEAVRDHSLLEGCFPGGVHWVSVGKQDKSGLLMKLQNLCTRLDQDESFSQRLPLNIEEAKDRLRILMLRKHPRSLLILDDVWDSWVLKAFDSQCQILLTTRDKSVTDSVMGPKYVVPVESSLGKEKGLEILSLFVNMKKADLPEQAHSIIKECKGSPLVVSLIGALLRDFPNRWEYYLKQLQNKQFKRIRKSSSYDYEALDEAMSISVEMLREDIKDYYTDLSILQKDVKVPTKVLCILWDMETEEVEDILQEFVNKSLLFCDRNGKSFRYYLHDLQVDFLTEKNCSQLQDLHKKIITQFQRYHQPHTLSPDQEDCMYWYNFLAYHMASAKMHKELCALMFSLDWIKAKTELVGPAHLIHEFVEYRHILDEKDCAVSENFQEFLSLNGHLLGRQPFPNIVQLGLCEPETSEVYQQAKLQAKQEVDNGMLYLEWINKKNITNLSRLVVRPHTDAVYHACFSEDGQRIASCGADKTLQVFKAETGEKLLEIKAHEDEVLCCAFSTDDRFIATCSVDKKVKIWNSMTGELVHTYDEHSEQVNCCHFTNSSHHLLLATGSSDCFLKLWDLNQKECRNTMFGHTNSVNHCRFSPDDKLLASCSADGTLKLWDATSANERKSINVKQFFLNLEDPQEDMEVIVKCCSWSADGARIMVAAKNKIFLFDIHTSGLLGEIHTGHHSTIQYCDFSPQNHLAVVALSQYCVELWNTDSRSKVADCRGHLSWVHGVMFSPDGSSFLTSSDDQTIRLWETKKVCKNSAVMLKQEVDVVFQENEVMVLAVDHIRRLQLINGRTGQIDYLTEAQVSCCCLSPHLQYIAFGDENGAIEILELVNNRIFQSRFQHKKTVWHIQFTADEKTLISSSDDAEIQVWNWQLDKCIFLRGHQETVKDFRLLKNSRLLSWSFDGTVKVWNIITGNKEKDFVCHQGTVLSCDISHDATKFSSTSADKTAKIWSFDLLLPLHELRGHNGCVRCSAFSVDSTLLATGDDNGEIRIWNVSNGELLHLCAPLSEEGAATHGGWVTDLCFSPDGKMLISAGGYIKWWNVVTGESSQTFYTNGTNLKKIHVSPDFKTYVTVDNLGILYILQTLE
#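 Material: reconstituted apoptosome with Apaf-1, cytochrome c, caspase-9, procaspase-3, dATP / Buffer or medium: pH 7.5 Hepes buffer with CHAPS, BSA, DTT / Also added: cytochrome c with DEVD-Rh110 / Schedule: compound with Apaf-1, dATP, procaspase-3 30 min, then 50 min reaction, room temperature / Technique: rhodamine 110 fluorescence at Ex 480/Em 540 nm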
# mIAP block = blocks mouse intestinal alkaline phosphatase; purified mouse IAP, CDP-Star luminescence, 30 min; inhibition, % at 10 µM; 330,000 tested, 0.2% active; AID 2806;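 active = inhibition of at least 40% at 10 µM in the primary screen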;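 also: plate controls were DMSO with enzyme for no effect and no enzyme wells for full effect; values of inactives mirror those of a sister screen read the other way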
# tim10-1 inh = inhibits growth of tim10-1 mutant yeast. S. cerevisiae tim10-1 ts strain growth, BacTiter-Glo, 24 h. inhibition, % at 20 µM. 330,000 tested, 2.2% active. AID 463190;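 active = inhibition of at least 40%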;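 also: mutant grown at 25 °C; 0% = DMSO wells with yeast and 100% = wells holding no yeast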
# TIM10 inh = inhibits growth of TIM10 yeast strain; S. cerevisiae TIM10 strain growth, BacTiter-Glo luminescence, 24 h; inhibition, % at 10 µM; 330,000 tested, 1.4% active; AID 463195;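 active = inhibition of 40% or more at the single tested concentration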;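 also: wild-type TIM10 isogenic control strain grown at permissive 25 °C; 0% = DMSO yeast wells and 100% = minimal medium wells without yeast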
# hIAP block = blocks human intestinal alkaline phosphatase; P09923; purified IAP, CDP-Star luminescence, 30 min; inhibition, % at 10 µM; 330,000 tested, 0.12% active; AID 2544;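 active = inhibition reaching a set limit with compound at 10 µM in the primary screen, cut at about 35% in these data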;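 also: plate controls were DMSO wells with enzyme for no effect and no-enzyme buffer wells for full effect; values of inactives mirror those of a sister screen read the other way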
# Numbers without * were called inactive.
SMILES,hIAP activ,NLRP3 yeast inh,ATG4B inhibitor,mIAP act,Apaf-1 inh,mIAP block,tim10-1 inh,TIM10 inh,hIAP block
CCc1nc2ccccc2c(C(=O)OCc2nnc(-c3ccccc3)o2)c1C,0.93,3,-13,0.96,15,4,17,-4,8
CCCCCCCCCCCC(=O)N/N=C/c1ccco1,1.1,11,-2,0.98,6,2,7,-25,-6
O=C(N/N=C/c1cccc([N+](=O)[O-])c1)C(=O)N1CCCCCC1,1,8,-1,1.1,14,-5,22,4,-2
COc1cccc(C(=O)N2CCC(C(=O)N3CCN(C)CC3)CC2)c1,1.1,16,3,0.98,14,2,1,-8,-7
Cc1csc(=O)n1CCC(=O)OCC(=O)Nc1cccc(C#N)c1,0.88,25,1,1,0,-3,5,-2,12
O=[N+]([O-])c1ccc2nc(C(O)C(O)c3nc4ccc([N+](=O)[O-])cc4[nH]3)[nH]c2c1 (centres undefined),1.8,11,3,0.75,3,25,-12,-13,-84
COc1ccccc1CC(=O)Nc1ccc(-c2noc(COc3cccc(C)c3C)n2)cc1,0.97,6,2,0.99,8,1,-14,0,3
COc1ccc(NC(=O)CC2C(=O)N(c3ccc(OC)cc3)C(=O)N2CCc2cccs2)cc1 (centres undefined),0.89,13,-2,1.1,11,-13,33,8,11
CNc1nc(N)c([N+](=O)[O-])c(NC2CCCCC2)n1,0.96,-13,7,0.97,7,3,19,-7,4
CCC(=O)N1CCN(c2ccc(NC(=O)c3cc4ccccc4o3)cc2Cl)CC1,0.85,17,-11,0.99,24,1,5,13,15
O=C(OCCCN=C1NS(=O)(=O)c2ccccc21)c1ccc([N+](=O)[O-])cc1,0.95,5,-6,0.89,-2,11,-5,1,5
COCCOC(=O)c1c(C)oc2ccc(NS(=O)(=O)c3ccc(C(=O)O)cc3)cc12,1.2,4,7,0.99,3,1,18,5,-19
Cc1ccc(Cl)c(NC(=O)COC(=O)c2cc[n+]([O-])cc2)c1Cl,0.98,-4,5,1.1,-4,-6,-2,-3,2
CCOC(=O)N1CCN(C(=O)CCc2nc3sc4c(c3c(=O)[nH]2)CCCC4)CC1,0.96,-8,-6,1.1,6,-10,-5,1,4
O=C(CSc1nnc(SCc2ccccc2)s1)N/N=C/C=C/c1ccccc1[N+](=O)[O-],1.2,16,31,0.8,15,20,1,-5,-15
COc1ccc(NC(=O)c2sc3nc(-c4cccnc4)ccc3c2N)cc1,0.86,23,-10,1.1,-15,-9,0,-5,14
Cc1ccc(-c2nc(P(=O)(c3ccccc3)c3ccccc3)c(N3CCOCC3)o2)cc1,1.2,-15,-7,0.97,2,3,15,25,-22
Cc1nc2cc(NC(=O)NCc3ccccc3)ccc2o1,1.1,15,15,1,5,-4,-3,3,-9
Cc1onc(-c2ccccc2Cl)c1C(=O)N1CCN(c2nc3ccccc3s2)CC1,1.2,6,-17,1.1,15,-6,49*,33,-20
COc1cccc(CC(=O)Nc2ccc(S(=O)(=O)N3CCCCC3)cc2)c1,1,17,-9,1.4,7,-42,18,20,-2
O=C(c1ccc(F)cc1)N1C2CCC1CC(O)(c1ccccc1F)C2 (centres undefined),0.93,9,-8,0.96,5,4,20,10,8
CCNC(=S)N1CCCCC1CO (centres undefined),1,21,-2,1.1,1,-10,-13,4,0
Cc1n[nH]c(=O)c2c(NC(=O)COC(=O)c3cc(F)cc(F)c3)oc(C)c12,0.99,2,7,1,3,0,-2,-8,1
O=C(CCl)Nc1c2c(nn1-c1ccccc1)CSC2,1.1,-5,-7,0.96,7,4,-21,-240,-6
N#Cc1cccc(NC(=O)N2CCC(c3nc4c(nnn4Cc4cccc(Cl)c4)c(=O)[nH]3)CC2)c1,1.3,10,-15,0.98,26,2,2,18,-29
# Following part
SMILES,hIAP activ,NLRP3 yeast inh,ATG4B inhibitor,mIAP act,Apaf-1 inh,mIAP block,tim10-1 inh,TIM10 inh,hIAP block
Cc1ccc(N=C2NC(=O)/C(=C/c3cccs3)S2)cc1C,1.4,7,23,1.1,22,-11,-25,12,-39
COc1ccc(C(=O)NCCCn2cccn2)cc1OC1CCN(C(C)=O)CC1,1.1,-1,2,0.95,-2,5,2,0,-13
CCOC(=O)C1=C(c2ccccc2)N=C2SCC(=O)N2C1c1ccc(OC)c(OC)c1 (centres undefined),0.98,19,-15,1,17,-3,14,13,2
Fc1ccc(OCc2nc(-c3ccncc3)n[nH]2)cc1,0.93,14,-10,1.1,1,-7,-1,-18,7
O=Cc1ccc(-c2ccc(C(=O)O)cc2)o1,0.97,16,2,0.89,-16,11,-2,-7,3
O=C(O)CCCN1C(=O)/C(=C/c2ccncc2)SC1=S,1.5,21,2,0.99,-21,1,-5,3,-50
Cc1cccn2c(=O)c(C=O)c(NCc3ccccc3)nc12,1,35,-5,0.93,5,7,7,-44,-2
CCc1nn2c(=O)cc(COc3ccc(/C=C4\C(=N)N5N=C(C)SC5=NC4=O)cc3)nc2s1,1.2,8,2,0.99,5,1,15,5,-16
O=P(C(=NCCO)NO)(N1CCOCC1)N1CCOCC1,0.98,13,-4,0.96,-10,4,-27,-3,2
Cc1ccccc1SCC(=O)Nc1ccc(N2CCOCC2)cc1,1.1,9,2,0.94,0,6,15,6,-6
COc1cc(SC)ccc1C(=O)Nc1ccc(C)cc1C,1,26,-6,0.98,9,2,7,24,0
Cc1cccc(NC(=O)CCNC(=O)c2ccccc2Cl)n1,0.96,16,3,1.1,7,-5,13,4,4
O=C(NC1CCC(O)CC1)c1cccnc1Sc1ccccc1Cl (centres undefined),1,10,5,0.98,-12,2,5,2,-2
C=CCNC(=S)N/N=C1\CCS(=O)(=O)c2ccccc21,1,3,-5,0.93,-9,7,22,4,0
Cc1ccc(Cl)c(OCC(=O)NN2CCN(C)CC2)c1,0.96,5,-1,0.98,-10,2,12,-12,4
Cc1ccc(NC(=O)CCCn2c(=O)[nH]c3ccsc3c2=O)cc1,1.1,2,-9,1,-6,-3,12,4,-10
Cc1cc(=O)n2c(C(=O)Nc3ccc(C)c(C)c3)c(C(=O)Nc3ccccc3)sc2n1,0.81,16,-3,1,-14,-4,-5,8,19
COc1ccc(S(=O)(=O)N(C)CC(=O)NC2CCCCC2)cc1Cl,0.97,-9,-5,1.1,-7,-6,17,9,3
CCOc1ccc(NC(=O)CCn2c(=O)[nH]c3ccsc3c2=O)cc1,1.1,-5,-8,0.96,5,4,6,-17,-9
Cc1ccc(C(=O)N2CCOCC2)cc1S(=O)(=O)Nc1cccc(C)c1C,0.94,7,7,0.96,6,4,11,15,6
C/C(Cc1ccccc1)=N\NC(=O)CNC(=O)c1ccccc1,1.6,-12,-6,0.99,1,1,-1,-6,-57
CN(C)S(=O)(=O)c1cc(NC2CC(=O)N(c3ccc(F)cc3)C2=O)ccc1Cl (centres undefined),1,4,-8,1,-6,-2,9,12,-4
CC(C)(C)C1CCc2c(sc(NC(=O)c3ccco3)c2C(N)=O)C1 (centres undefined),0.97,7,-8,0.95,14,5,29,19,2
COCCNC(=O)CN(C(=O)c1ccc(N2CCCC2)nc1)c1ccc(F)c(Cl)c1,1.2,10,-6,0.95,5,4,-8,5,-16
Cc1cc(C(=O)CSc2nnc(C3COc4ccccc4O3)n2C)c(C)n1-c1ccc(F)cc1 (centres undefined),0.94,5,-14,0.96,28,4,30,34,6

# At a glance, 11 of the compounds above.
SMILES,hIAP activ,NLRP3 yeast inh,ATG4B inhibitor,mIAP act,Apaf-1 inh,mIAP block,tim10-1 inh,TIM10 inh,hIAP block
C=CCNC(=S)N/N=C1\CCS(=O)(=O)c2ccccc21,1,3,-5,0.93,-9,7,22,4,0
Cc1ccc(Cl)c(OCC(=O)NN2CCN(C)CC2)c1,0.96,5,-1,0.98,-10,2,12,-12,4
Cc1ccc(NC(=O)CCCn2c(=O)[nH]c3ccsc3c2=O)cc1,1.1,2,-9,1,-6,-3,12,4,-10
Cc1cc(=O)n2c(C(=O)Nc3ccc(C)c(C)c3)c(C(=O)Nc3ccccc3)sc2n1,0.81,16,-3,1,-14,-4,-5,8,19
COc1ccc(S(=O)(=O)N(C)CC(=O)NC2CCCCC2)cc1Cl,0.97,-9,-5,1.1,-7,-6,17,9,3
CCOc1ccc(NC(=O)CCn2c(=O)[nH]c3ccsc3c2=O)cc1,1.1,-5,-8,0.96,5,4,6,-17,-9
Cc1ccc(C(=O)N2CCOCC2)cc1S(=O)(=O)Nc1cccc(C)c1C,0.94,7,7,0.96,6,4,11,15,6
C/C(Cc1ccccc1)=N\NC(=O)CNC(=O)c1ccccc1,1.6,-12,-6,0.99,1,1,-1,-6,-57
CN(C)S(=O)(=O)c1cc(NC2CC(=O)N(c3ccc(F)cc3)C2=O)ccc1Cl (centres undefined),1,4,-8,1,-6,-2,9,12,-4
CC(C)(C)C1CCc2c(sc(NC(=O)c3ccco3)c2C(N)=O)C1 (centres undefined),0.97,7,-8,0.95,14,5,29,19,2
COCCNC(=O)CN(C(=O)c1ccc(N2CCCC2)nc1)c1ccc(F)c(Cl)c1,1.2,10,-6,0.95,5,4,-8,5,-16

# Next part
SMILES,hIAP activ,NLRP3 yeast inh,ATG4B inhibitor,mIAP act,Apaf-1 inh,mIAP block,tim10-1 inh,TIM10 inh,hIAP block
C=CC[C@H](CC(=O)N(CCO)Cc1ccccc1)C(=O)N[C@@H](C)COC(=O)[C@@H](CC=C)Cc1ccc(F)cc1,1.2,8,-11,1.1,31,-10,16,5,-19
COc1cc(CNC(=O)CCCC/C=C/C(C)C)ccc1O,0.96,27,-4,0.95,-1,4,23,-2,4
O=C(O)COc1ccccc1/C=C1\SC(=S)N(NC(=O)c2ccccc2O)C1=O,1.4,10,9,0.7,5,30,11,8,-39
N#Cc1nc(COc2ccc(Br)cc2)oc1N1CCCC1,0.97,54*,12,0.96,21,4,22,-14,3
CC(=O)c1ccc(NC(=O)COc2ccccc2C(=O)Nc2ccc(C)cn2)cc1,1.1,18,-6,1.1,-2,-11,-16,3,-7
CS(=O)(=O)N(CC(=O)NCCSc1ccccn1)c1ccc(F)cc1,1,12,0,0.93,2,8,2,-1,-3
COc1ccc(Oc2cccc(Cl)c2CNC(=O)CCC(=O)O)cc1,1,-2,2,1,-26,-2,10,12,-4
COC(=O)C1=C(C)N(c2ccc(F)cc2)C(=O)C1,1.2,16,-1,1.1,6,-9,36,10,-16
COc1ccc(C(=O)c2oc3nc(C)cc(C)c3c2N)cc1,1.2,-4,-11,1.1,9,-9,20,28,-16
COCC(=O)N(Cc1cc2ccc(C)cc2[nH]c1=O)c1ccc(C)cc1C,0.9,-9,-14,0.94,7,6,7,3,10
COc1ccccc1OCC(=O)NCc1nc(-c2ccccc2)no1,1.1,33,5,0.97,-3,3,12,5,-6
CC1=CC(C)(C)Nc2ccc(OC(=O)C(Cc3ccccc3)N3C(=O)c4ccccc4C3=O)cc21 (centres undefined),1.2,22,-3,1,5,-3,20,-6,-22
